PKM2 act = activators of human pyruvate kinase M2. P14618. purified PKM2, Kinase-Glo ATP luminescence, activation; response scale: 0% is enzyme alone, no compound. Potency, µM (highest dose often 57.5 µM), for the others: top-dose activation, hits mostly activators. 260,000 tested, 0.34% active. AID 1631; further: potency means the concentration at half of the fitted maximal effect; on the % scale 0 is the no-effect control and ±100 the full control effect; nearly all actives have a fitted effect of over 55% in size
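Purified hPK-M2 (>95%) run at intermediate activity with 0.1 mM ADP and 0.5 mM PEP in 50 mM imidazole pH 7.2, KCl, MgCl2; 1 h room temperature. ATP formed read by Kinase-Glo luminescence; normalized to uninhibited and no-enzyme controls.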
hERG WT inh = KCNH2 (human, wildtype) channel inhibition; Q12809; U2OS, BacMam KCNH2, thallium flux FluxOr; stronger effect = lower value; activity change, % at 1.84 µM; 340,000 tested, 0.37% active;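 active means maximum activity change below -70%; inconclusive means maximum activity change between -70% and -50%; inactive means maximum activity change above -50%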; further: on the % scale 0 is the no-effect control and ±100 the full control effect
Target sequence (Q12809 whole entry, looked up): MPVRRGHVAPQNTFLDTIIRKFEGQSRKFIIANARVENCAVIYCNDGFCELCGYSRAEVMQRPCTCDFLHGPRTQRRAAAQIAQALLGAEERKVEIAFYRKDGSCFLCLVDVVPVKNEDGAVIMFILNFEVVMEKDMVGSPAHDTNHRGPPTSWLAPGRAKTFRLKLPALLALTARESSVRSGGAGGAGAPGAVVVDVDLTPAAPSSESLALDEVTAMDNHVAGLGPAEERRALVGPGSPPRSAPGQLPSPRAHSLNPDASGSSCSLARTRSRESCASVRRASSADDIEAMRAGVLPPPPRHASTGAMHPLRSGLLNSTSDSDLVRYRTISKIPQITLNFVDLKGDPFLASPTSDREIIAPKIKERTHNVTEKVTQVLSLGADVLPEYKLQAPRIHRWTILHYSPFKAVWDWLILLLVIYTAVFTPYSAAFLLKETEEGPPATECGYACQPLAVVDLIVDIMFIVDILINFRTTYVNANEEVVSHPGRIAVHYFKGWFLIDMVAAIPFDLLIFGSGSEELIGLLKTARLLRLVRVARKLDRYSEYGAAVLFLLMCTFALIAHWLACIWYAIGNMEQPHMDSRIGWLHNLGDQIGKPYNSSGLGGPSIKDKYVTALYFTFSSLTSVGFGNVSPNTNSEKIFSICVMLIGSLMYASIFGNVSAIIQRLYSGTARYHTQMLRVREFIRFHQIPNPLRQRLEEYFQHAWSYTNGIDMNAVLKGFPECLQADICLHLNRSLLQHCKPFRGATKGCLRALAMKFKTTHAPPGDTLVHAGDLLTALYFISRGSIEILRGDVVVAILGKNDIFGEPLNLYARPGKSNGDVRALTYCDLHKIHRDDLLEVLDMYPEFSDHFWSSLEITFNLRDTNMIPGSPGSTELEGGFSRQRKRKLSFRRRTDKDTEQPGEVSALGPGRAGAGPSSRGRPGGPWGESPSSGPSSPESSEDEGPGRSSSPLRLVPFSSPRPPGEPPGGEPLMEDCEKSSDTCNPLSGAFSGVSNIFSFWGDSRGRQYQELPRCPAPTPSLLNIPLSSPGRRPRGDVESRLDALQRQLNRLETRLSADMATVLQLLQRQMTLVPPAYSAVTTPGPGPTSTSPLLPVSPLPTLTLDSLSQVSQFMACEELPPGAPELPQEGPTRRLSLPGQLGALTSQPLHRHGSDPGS
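U2OS cells transduced with wild-type KCNH2 virus are loaded with FluxOr dye for 45 min, and thallium flux is measured in kinetic reads before and after stimulation buffer. Rate constants are normalized to DMSO controls.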
Eya2 phos inh = inhibitors of human Eya2 phosphatase activity; O00167; recombinant Eya2, OMFP fluorescence dephosphorylation (OMFP is methylfluorescein phosphate); Potency, µM (series often up to 76.9 µM), without a hit: at the highest dose activity, negative = inhibition, usual class: inhibitors; 330,000 tested, 0.006% active; further: potency means the concentration at half of the fitted maximal effect; on the % scale 0 is the no-effect control and ±100 the full control effect
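Eya2 protein (added as 0.2 uM solution) was preincubated with compound for 10 min at ambient temperature in 50 mM HEPES pH 7.5, 50 mM NaCl, 5 uM MgCl2, 0.05% BSA, 1 mM DTT. OMFP (added at 50 uM) then reacted 10 min; fluorescence read at 485/525 nm.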
Mito fusion yeast = mitochondrial division inhibition or fusion activation | 320,000 tested, 0.23% active | Potency, µM (highest dose often 46.1 µM), for inactives: at the highest dose growth rescue (activation), most hits filed as activators | S. cerevisiae fusion-defective mutant growth rescue, CellTiterGlo 48 h | AID 485298;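 further: potency means the concentration at half of the fitted maximal effect; % of control where 0% means no effect; nearly all actives have a fitted effect of over 45% in size; temperature-sensitive fusion mutants such as fzo1-1 at 37 °C on non-fermentable ethanol glycerol medium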
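Compounds are tested for their ability to restore growth of mitochondrial fusion-defective yeast strains at non-permissive 37C in YPEG medium over 48 hours. Viability is quantified by luciferase luminescence.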
TSHR antag = antagonists of human thyroid stimulating hormone receptor. P16473. 330,000 tested, 0.2% active. activity change, negative = inhibition, % at 11.5 µM. TSHR-expressing cells, TSH-stimulated cAMP HTRF, 2 h; stronger effect = lower value;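 active means activity change below a set negative limit, meaning inhibition stronger than a set level, cut at about -70% in these data; inconclusive means activity change between two set negative limits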; further: on the % scale 0 is the no-effect control and ±100 the full control effect
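Cell-based HTRF cAMP assay; TSHR cells + compound, TSH EC80 (4nM final), 2 h, 37 deg C. Lysis with anti-cAMP cryptate and cAMP-d2, 30 min RT, read 665/620 nm.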
USP2a block = blocks human ubiquitin-specific protease USP2a. USP2 core, Ub-CHOP2 coupled fluorogenic reporter, 485/531. Potency, µM (top dose mostly 38.3 µM), inactives show top-dose activity change, negative = inhibition, usual class: inhibitors. 330,000 tested, 0.01% active;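 further: potency means the concentration at half of the fitted maximal effect; plate controls were DMSO wells for no effect and full inhibition by NEM control for full effect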
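USP2 core (10nM final) preincubated 30min RT with compound in 20mM Tris-HCl pH 8.0, 2mM CaCl2, 2mM beta-mercaptoethanol, 0.05% CHAPS; 25nM Ub-CHOP2 plus 25nM reporter substrate added, fluorescence (Ex485/Em531) read after 60min.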
ASM inhibitor = blocks human secretory acid sphingomyelinase. Potency, µM (series often up to 57.5 µM), without a hit: top-dose activity change, negative = inhibition, actives largely listed as inhibitors. AID 504937. placental ASM, HMU-PC fluorogenic substrate, 60 min. 340,000 tested, 0.006% active; further: potency means the concentration at half of the fitted maximal effect
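Steps: dispense placental human ASM, pin compound, wait 10 min at room temperature, add HMU-PC0 substrate at 9 uM final, incubate 60 min at 37 °C, add stop solution raising pH to 10, read fluorescence.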
GALK inhibitor = galactokinase (human) inhibition; P51570; Purified GALK, Kinase-Glo residual ATP luminescence; Potency, µM (series often up to 57.5 µM), for inactives: at the highest dose activity change, negative = inhibition, actives largely listed as inhibitors; 270,000 tested, 0.007% active; further: potency means the concentration at half of the fitted maximal effect; on the % scale 0 is the no-effect control and ±100 the full control effect
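Human GALK (5 nM) with 35 uM ATP and 100 uM galactose in 20 mM HEPES pH 8.0, 5 mM MgCl2, 60 mM NaCl, 1 mM DTT, 0.01% BSA. After 1 h at room temperature, leftover ATP was read by Kinase-Glo Plus luminescence.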
Menin MLL FP TR = menin-MLL binding inhibition, Texas Red mutant peptide. O00255. Menin + Texas Red MLL mutant peptide, fluorescence polarization. Potency, µM (top dose mostly 61.6 µM), for inactives: at the highest dose FP activity change, negative = inhibition, usual class: inhibitors. 270,000 tested, 0.23% active. AID 1768; active means well fitted inhibition curve with a large enough effect in the polarisation, with a control signal flat, not every such curve was filed as active; inconclusive means small, poorly fitted or top-dose-only effect, or effect the other way, or a change in a side signal; inactive means no such curve, though single readings can be large or run the other way; the % refers to the polarisation; further: potency means the concentration at half of the fitted maximal effect; % of control where 0% means no effect; many of its hits are not listed in these tables
MBNL1-CUG inh = blocks human MBNL1 binding to CUG repeat RNA; Q9NR56; Potency, µM (top dose mostly 57.5 µM), for the others: top-dose activity change, negative = inhibition, actives largely listed as inhibitors; TR-FRET MBNL1-His/biotin-(CUG)12 binding, 665/545 ratio; 280,000 tested, 0.036% active; active means well fitted inhibition curve with a large enough effect in the signal ratio, with a control signal flat, not every such curve was filed as active; inconclusive means small, poorly fitted or top-dose-only effect, or effect the other way, or a change in a side signal; inactive means no such curve, though single readings can be large or run the other way; the % refers to the signal ratio; further: potency means the concentration at half of the fitted maximal effect; on the % scale 0 is the no-effect control and ±100 the full control effect
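TR-FRET readout: Ex 340 nm, 665/545 nm emission ratio, normalized to buffer-only (basal) and MBNL1-(CUG)12 controls. Complex of MBNL1-His with Biotin-(CUG)12, compounds 92 nM–58 uM, incubated 60 min at room temperature.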
BCR signal inh = chronic active BCR signaling inhibition | ABC-DLBCL IkBa-CBG/CBR reporter, luminescence ratio, 4 h | 340,000 tested, 0.05% active | Potency, µM (top dose mostly 46.1 µM), inactives show top-dose ratio change, negative = lower green/red ratio, hits mostly inhibitors | AID 493014; active means well fitted inhibition curve with a large enough effect in the signal ratio, with a control signal flat, not every such curve was filed as active; inconclusive means small, poorly fitted or top-dose-only effect, or effect the other way, or a change in a side signal; the % refers to the signal ratio;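 further: potency means the concentration at half of the fitted maximal effect; plate controls were basal doxycycline-induced cells for no effect and cells given 10 µM MG132 for full effect; MG132 reads +100%, hits lower the ratio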
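Doxycycline induced both beetle luciferases in TMD8 lymphoma cells; IKK-driven degradation limits the IkappaBalpha-fused green signal, while red luminescence normalises for cell number and nonspecific effects. Compounds tested up to 46 uM, 4 hrs.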
An asterisk follows results filed as active; ? = inconclusive; / = no result given; [ ] = dose if it differs, or a comment. Unless noted, the call rests on the fitted dose curve; in most records, active means well fitted curve in the direction sought with a large enough effect; inconclusive means small, poorly fitted or top-dose-only effect, or another doubt; inactive means no such curve, though single readings can be large; an effect the other way counts as inactive or inconclusive. The list is partial; the hit share may differ from the screen's.

no.	Molecule	PKM2 act	hERG WT inh	Eya2 phos inh	Mito fusion yeast	TSHR antag	USP2a block	ASM inhibitor	GALK inhibitor	Menin MLL FP TR	MBNL1-CUG inh	BCR signal inh
1	O=C(NCCC1=CCCCC1)C1CC(=O)N(C2CCCCC2)C1 (configuration not stated)	-7%	-17	10%	1%	-12	0%	2%	-3%	-10%	6%	2%
2	CCOC(=O)Cn1nc(C)c(NC(=O)c2ccc([N+](=O)[O-])c(C)c2)c1C	/	-17	-20%	-4%	-4	11%	0%	1%	10%	19%	1%
3	CN(Cc1ccccc1)C(=O)c1[nH]cnc1C(=O)Nc1ccc(Cl)cc1	/	0	-12%	?	-18	1%	-6%	/	/	/	?
4	COC(=O)c1cc2c(s1)CS(=O)C2 (configuration not stated)	-2%	3	0%	-1%	-9	3%	0%	-1%	6%	3%	1%
5	Cc1ccc(NC(=O)c2ccccc2NC(=O)c2cccnc2)cc1	-1%[11.5 µM]	-1	3%	7%	-8	-1%	-1%	1%	8%	-1%	6%
6	Cc1cc(C(=O)N2CCC(Cc3ccccc3)CC2)c(C)o1	-4%	7	-9%	-9%	-6	2%	-2%	-3%	-26%	-3%	4%
7	CCN(CC)C(=O)CSc1nnc(-n2nc(C)cc2C)c2ccccc12	2%	3	9%	3%	-6	1%	1%	1%	10%	9%	?
8	COc1cc(Oc2nc(C(F)(F)F)nc3ccccc23)ccc1C=O	/	-1	-5%	1%	2	2%	-1%	1%	-15%	-16%	-1%
9	COc1ccc(CCNC(=O)C2CCCN(C(=O)N(C)C)C2)c(OC)c1 (configuration not stated)	-8%	-2	7%	1%	-7	1%	6%	0%	-3%	-4%	4%
10	O=C(c1cc(F)c(F)cc1Cl)N1CCCc2ccccc21	1%[11.5 µM]	-19	-3%	-5%	6	-4%	-1%	7%	-12%	-4%	5%
11	CC(=O)NCc1cc(-c2nn(C)c(=O)c3ccccc23)ccc1C	0%	-10	-10%	3%	-6	-4%	2%	0%	-7%	-2%	-10%
12	Cc1cc(S(=O)(=O)Nc2nc(CN3CCOCC3)nc3sc4c(c23)CCCC4)ccc1F	0%	2	-2%	2%	-13	3%	-3%	-5%	-2%	-12%	15%
13	O=C(Nc1cccc2ncccc12)c1ccccc1F	2%	-5	8%	-2%	-12	0%	-3%	-3%	8%	-5%	-4%
14	COc1ccc(NC(=O)CCS(=O)(=O)c2ccc3c(c2)CCCN3C(C)=O)cc1Cl	-2%	7	0%	-2%	-5	0%	7%	-1%	-3%	-13%	3%
15	CCS(=O)(=O)c1ccc(O)c(NC(=O)c2cc(-c3ccccn3)nc3ccccc23)c1	/	-5	4%	/	-6	-2%	-3%	/	/	/	0%
16	O=C(NCC(c1cccs1)N1CCOCC1)c1cccnc1 (configuration not stated)	-5%	-21	5%	2%	13	1%	-1%	-3%	/	2%	-2%
17	CCc1cc(C(=O)N2CCN(c3ncc(C(F)(F)F)cc3Cl)CC2)sc1C	/	-9	-28%	-29%	-16	-1%	-15%	-1%	?	-6%	1%
18	CNC(=S)N/N=C/c1ccc(-c2cccc(C(=O)O)c2)o1	-46%	6	5%	-13%	1	0%	51%[activator]	3%	/	?	?
19	O=C(O)C1CCCN1c1nc(C(F)(F)F)nc2ccccc12 (configuration not stated)	15%	11	4%	2%	-8	1%	0%	4%	-6%	1%	-2%
20	Cc1nnc(SCc2cc(=O)[nH]c(/N=C(\N)Nc3ccccc3)n2)s1	-4%	0	7%	-5%	1	1%	0%	2%	/	-8%	-2%
21	Cc1ccc(N(Cc2ccc(C(=O)Nc3ccccc3C(=O)NCc3ccco3)cc2)S(C)(=O)=O)cc1C	-2%	4	8%	3%	19	1%	-5%	-2%	0%	5%	?
22	COc1cccc(/C=N/NC(=O)CCc2ccccc2)c1	-4%	-5	-6%	-1%	8	1%	0%	1%	7%	7%	0%
23	O=C(CSc1nc2[nH]ncc2c(=O)n1-c1ccccc1)NCc1cccs1	-6%	4	-6%	2%	13	-9%	34%	0%	-4%	-18%	19%
24	O=C(Nc1ccc(F)cc1)NC1CCN(Cc2c(F)cccc2Cl)CC1	4%	-5	6%	1%	-6	-1%	5%	-4%	/	/	3%
25	CCOc1cc(N2CCOCC2)c(OCC)cc1NC(=O)C1CC(=O)N(c2ccc(C)cc2)C1 (configuration not stated)	/	2	-13%	-1%	29	-2%	-1%	/	/	/	1%
26	c1cn2c(Nc3ccc4c(c3)OCCO4)c(-c3ccc(N4CCOCC4)cc3)nc2cn1	-3%	4	-11%	-2%	-2	1%	2%	/	/	?	?
27	Cc1ccc(-n2nnnc2SCC(=O)Nc2ccccc2-c2ccccc2)cc1C	-17%	1	-22%	?	27	-11%	4%	0%	?	-27%	?
28	CCN(CC)CCN(Cc1cc2cc3c(cc2[nH]c1=O)OCCO3)C(=S)NCCCOC	-5%	3	-13%	-1%	10	0%	30%	-4%	1%	16%	?
29	O=C(O)c1ccccc1Sc1ncnc2sc3c(c12)CCC3	2%	13	-3%	-1%	-4	4%	3%	-1%	6%	19%	-1%
30	CN1C(=O)c2cccc(NCCCN3C(=O)c4ccccc4C3=O)c2C1=O	3%	0	-11%	1%	-3	2%	18%	-4%	9%	?	?
31	Cc1cc(NC(=O)C2C3C(=O)N(c4cccnc4)C(C(=O)NC(C)(C)C)C34C=CC2(C)O4)no1 (configuration not stated)	-20%	5	?	-6%	0	2%	-1%	0%	12%	-11%	0%
32	Cc1cc(C)c(C#N)c(SCSCc2ccccc2)n1	-15%	2	-14%	2%	/	-2%	-6%	1%	9%	-6%	?
33	Oc1ccc(-c2n[nH]c(=S)n2Cc2ccco2)cc1	-2%	9	5%	-2%	-12	7%	1%	1%	2%	3%	14%
34	O=C(O)C1C2C=CC(C2)C1C(=O)NCc1ccccc1 (configuration not stated)	/	-7	14%	1%	-1	2%	-1%	/	/	/	-7%
35	Cc1ccc2cc3cc(C(=O)N4CCCCC4C)oc3nc2c1 (configuration not stated)	-1%	-4	-16%	8%	-13	2%	-4%	0%	/	?	?
36	Cc1ccccc1Nc1nc(N)nc(COC(=O)c2ccc(S(=O)(=O)N(C)C)cc2)n1	5%	7	-3%	0%	3	0%	0%	1%	18%	/	?
37	COC(=O)c1ccc(-n2nnnc2SCc2ccccc2OC)cc1	3%	1	-5%	4%	-18	-6%	1%	3%	11%	2%	0%
38	CC(C)n1c(=O)[nH]c2cc(C(=O)Nc3ccccc3)ccc21	-1%	0	3%	-1%	0	0%	-1%	2%	3%	1%	?
39	Cc1cccc(CCNC(=O)c2cccc(N3CCCC3=O)c2)c1	/	1	6%	1%	2	1%	6%	2%	/	-7%	0%
40	CCc1ccc(C(=O)NNC(=O)Cn2c(=O)cnc3ccccc32)cc1	/	3	20%	-4%	-7	2%	4%	/	/	/	?
41	O=C(NCCN1C(=O)C2C3C=CC(C3)C2C1=O)NCc1ccccc1 (configuration not stated)	-3%	10	15%	0%	25	0%	4%	2%	4%	-6%	-1%
42	CCOC(=O)Cc1csc(NC(=S)NC(=O)c2ccc(F)cc2)n1	-3%	28	-3%	-5%	3	-1%	-2%	-1%	13%	2%	-12%
43	CCOC(=O)C1(Cc2ccccc2)CCN(Cc2ccc3cc(NC(C)=O)ccc3n2)CC1	0%	7	9%	0%	-9	-2%	-5%	0%	-3%	12%	4%
44	Cc1ccc2[nH]c(=O)c(-c3nc4c(C)cccn4c3NCc3ccco3)cc2c1	-7%	-6	-20%	10%	9	-1%	-1%	-2%	-22%	-5%	?
45	C/C(=N/Nc1ccccc1[N+](=O)[O-])c1ccc(C)c([N+](=O)[O-])c1	/	-3	0%	-3%	6	0%	-1%	-2%	?	0%	0%
46	CC(C)C(=O)NCCCc1ccccc1	0%	5	18%	0%	-1	-2%	0%	-2%	9%	-18%	4%
47	O=C(CCl)NCCCN(C(=O)C(Cl)Cl)c1ccc([N+](=O)[O-])cc1	-3%	8	2%	-5%	-1	0%	8%	5%	/	?	?
